# HT1080-NT tox – qHTS for induction of synthetic lethality in tumor cells producing 2HG: qHTS for the HT-1080-NT fibrosarcoma cell line | Potency, µM (titrated, usually from 46.1 µM), for the others: at the highest dose activity, negative = less viability, hits mostly cytotoxic | hit rate 1.6% among 360,000 | HT-1080-NT fibrosarcoma viability, CellTiter-Glo ATP luminescence, 48 h;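 also: NT is the 2HG producing partner of a matched IDH1 knockdown line; potency is read from the fitted curve at half-maximal effect; 0% = DMSO-treated cells and -100% = media-only wells without cells; nearly all actives have a fitted effect of over 55% in size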
#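 Fibrosarcoma NT cells, 750 per well in 5% FBS RPMI, were exposed to compound for 48 hours. Viability: CellTiter-Glo luminescence.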
# IL1B secr inh – qHTS for Inhibitors of Inflammasome Signaling: IL-1-beta AlphaLISA Primary Screen | THP-1 LPS/ATP IL-1B secretion, AlphaLISA, 16 h; stronger effect = lower value | hit rate 4.7% among 360,000 | activity change, % at 57.5 µM | AID 743279, 2014; in the data active = activity change below about -50%; inconclusive = mostly about -30% to -49%; also: % is scaled to controls: 0 for no effect and ±100 for the full control effect
#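 THP-1 cells pretreated 1 hr with compounds (up to 57.5 uM final), then stimulated with LPS (250 ng/mL final) plus ATP (1.25 mM final); secreted IL-1B measured by AlphaLISA after 16 hr, decreased signal indicating inhibition.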
# GLP1R ag – qHTS of GLP-1 Receptor Agonists; Glucagon-like peptide 1 receptor (Homo sapiens), P43220; HEK293 GLP-1R CRE-luciferase, luminescence, 4-6 h; cells express a hypersensitive GLP-1R form; Potency, µM (highest dose often 45.6 µM), for the others: at the top dose activation, actives largely listed as activators; hit rate 0.007% among 380,000; also: potency is read from the fitted curve at half-maximal effect; % of control where 0% means no effect
# Target sequence (P43220 whole entry, looked up): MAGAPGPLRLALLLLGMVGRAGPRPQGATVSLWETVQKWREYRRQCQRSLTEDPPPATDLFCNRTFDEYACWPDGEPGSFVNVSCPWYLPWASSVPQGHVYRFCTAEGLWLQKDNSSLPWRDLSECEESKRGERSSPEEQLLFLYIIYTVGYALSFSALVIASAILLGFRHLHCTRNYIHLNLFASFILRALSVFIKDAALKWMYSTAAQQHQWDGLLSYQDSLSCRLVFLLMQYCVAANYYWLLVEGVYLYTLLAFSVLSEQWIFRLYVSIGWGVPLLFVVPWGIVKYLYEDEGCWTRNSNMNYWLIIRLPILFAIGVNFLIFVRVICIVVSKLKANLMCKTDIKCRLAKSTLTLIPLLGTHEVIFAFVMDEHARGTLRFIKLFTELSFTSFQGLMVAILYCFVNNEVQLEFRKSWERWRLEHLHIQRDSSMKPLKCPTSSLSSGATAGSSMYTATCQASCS
# SW480 rereplic – A quantitative high throughput screen for small molecules that induce DNA re-replication in SW480 colon adenocarcinoma cells; SW480 DNA re-replication, Hoechst DNA content imaging, 48 h; Potency, µM (series often up to 46.1 µM), for inactives: at the highest dose re-replication activation, usual class: activators; hit rate 1.8% among 340,000; AID 624297, 2012; also: potency is read from the fitted curve at half-maximal effect; % of control where 0% means no effect; nearly all actives have a fitted effect of over 55% in size
#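 Cells (250 per well) received 23 nL compound or DMSO by pin tool and were kept 48 hr at 37 C, 5% CO2. Nuclei were then stained with Hoechst for 40 min and scanned for DNA content.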
# D3 ag – qHTS of D3 Dopamine Receptor Agonist: qHTS; max activation, %; D3R DiscoveRx beta-arrestin cells, luminescence, 90 min; hit rate 0.58% among 410,000; D(3) dopamine receptor (Homo sapiens), P35462; in the data active = max activation above about 30%; also: 0% is about no effect; mostly tested at two doses, the higher about 12 µM
# Target sequence (P35462 whole entry, looked up): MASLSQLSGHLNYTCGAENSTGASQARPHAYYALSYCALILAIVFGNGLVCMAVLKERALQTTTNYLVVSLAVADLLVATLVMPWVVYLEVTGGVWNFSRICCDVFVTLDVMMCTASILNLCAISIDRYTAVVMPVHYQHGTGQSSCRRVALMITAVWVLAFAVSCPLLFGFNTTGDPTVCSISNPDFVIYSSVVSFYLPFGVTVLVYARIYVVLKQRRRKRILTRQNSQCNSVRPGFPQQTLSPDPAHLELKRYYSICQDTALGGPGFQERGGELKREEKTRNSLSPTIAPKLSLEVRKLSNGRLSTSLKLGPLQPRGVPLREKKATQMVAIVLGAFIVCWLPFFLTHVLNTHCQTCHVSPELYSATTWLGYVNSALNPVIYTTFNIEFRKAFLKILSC
#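 Agonist-mode cell screen: cells plated at 1500/well and incubated overnight at 37 °C, then exposed to library compounds for 90 min at 37 °C. Detection reagent was added for 30–60 min at room temperature, and luminescence was read.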
# DRD3 antagonist – qHTS of D3 Dopamine Receptor Antagonist: qHTS. hit rate 2.5% among 360,000. max response, negative = inhibition, %. D3R cells, DiscoveRx beta-arrestin luminescence, antagonist mode; stronger effect = lower value. D(3) dopamine receptor (Homo sapiens), P35462; in the data active = max response below about -50%; inconclusive = no clear call, values can overlap the other calls; also: % is scaled to controls: 0 for no effect and ±100 for the full control effect; mostly tested at two doses, the higher about 12 µM
#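 Cells plated overnight at 1500 cells/well, then exposed to library compounds with dopamine controls for 90 minutes at 37 degrees C. DiscoveRx reagent added for 30–60 minutes at room temperature; luminescence read, quantitative HTS format.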
# KB-3-1 tox – qHTS assay for MDR1-selective chemotherapeutics: Primary screen using the parental adenocarcinoma cell KB-3-1; KB-3-1 viability, CellTiter-Glo ATP luminescence, 72 h; hit rate 1.4% among 400,000; AID 1347075, 2019; Potency, µM (highest dose often 46.1 µM), for inactives: top-dose activity change, negative = cytotoxic, hits mostly cytotoxic; also: potency is read from the fitted curve at half-maximal effect; % is scaled to controls: 0 for no effect and ±100 for the full control effect; nearly all actives have a fitted effect of over 60% in size
#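 Using CellTiter-Glo luminescence, growth of non-resistant KB-3-1 adenocarcinoma cells is assessed 72 h after pin-tool compound addition at 37 °C. Normalized responses across the concentration series yield fitted curves.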
# HT1080 IDH1KD tx – qHTS for induction of synthetic lethality in tumor cells producing 2HG: qHTS for the HT-1080-IDH1KD cell line; HT-1080 IDH1 knockdown viability, ATP luminescence, 48 h; Potency, µM (doses to about 46.1 µM), without a hit: at the top dose activity, negative = toxicity, usual class: cytotoxic; hit rate 2% among 360,000; AID 686971, 2013;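 also: potency is read from the fitted curve at half-maximal effect; 0% = DMSO wells and -100% = cell-free medium wells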
#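 Knockdown cells (IDH1KD HT-1080) received compounds 2 h after plating at 750 cells/well and were kept 48 h at 37 °C in 5% FBS RPMI. A CellTiter-Glo luminescence read gave % activity for curve fitting.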
# KB-V1 cytotox – qHTS assay for MDR1-selective chemotherapeutics: Primary screen using the drug-selected MDR subline cells KB-V1 | KB-V1 MDR cells viability, CellTiter-Glo, 72 h | Potency, µM (titrated, usually from 46.1 µM), for inactives: top-dose activity change, negative = cytotoxicity, hits mostly cytotoxic | hit rate 3.4% among 400,000; also: potency is read from the fitted curve at half-maximal effect; % is scaled to controls: 0 for no effect and ±100 for the full control effect; nearly all actives have a fitted effect of over 60% in size
#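 KB-V1 MDR subline cells in DMEM (phenol-red free, 10% FBS) exposed to compounds in qHTS concentration series for 72 h at 37 degrees C. Viability read by CellTiter-Glo luminescence; concentration-effect curves fitted after normalization and correction.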
# The depositor's hits bear a star; ? = inconclusive; nt = not tested or not shown; & = joins results of further samples; [ ] = dose if it differs, or a comment. Unless noted, calls follow the shape of the dose curve; as a rule, active = well fitted curve in the direction sought with a large enough effect; inconclusive = small, poorly fitted or top-dose-only effect, or another doubt; inactive = no such curve, though single readings can be large; an effect the other way counts as inactive or inconclusive.
SMILES,HT1080-NT tox,IL1B secr inh,GLP1R ag,SW480 rereplic,D3 ag,DRD3 antagonist,KB-3-1 tox,HT1080 IDH1KD tx,KB-V1 cytotox
N#Cc1nc(-c2ccco2)oc1N1CCCC1,2.9%,2.9,-3.0%,6.2%,0.8,-0.2,8.4%,0.5%,-5.1%
CCOC(=O)c1oc2cc(OCC(N)=O)ccc2c(=O)c1-c1ccc(OC)c(OC)c1,7.0%,8.8,19.4%,-3.5%,29.7,6.3,10.3%,?,18.9%
CN1C(=O)CSc2ccc(NC(=O)N3CCc4ccccc43)cc21,-28.3%,nt,-1.5%,0.8%,-23.1,-24.2,-9.3%,-7.1%,16.4µM*
Cc1ccc(-n2ncc(C(=O)N3CCc4ccccc4C3)c2NC(=O)c2ccco2)cc1C,10.6%,0.0,1.4%,-2.5%,1.8,23.8,-3.8%,7.3%,0.5%
COc1cc2c(cc1OC)-c1cc(Nc3ccc(F)cc3)nc(=O)n1CC2,20.1%,-51.2*,2.4%,-1.1%,1.3,30.1,9.8%,3.8%,1.6%
Cc1cc(N2CCCC2=O)cc(C)c1CN1C(=O)c2ccccc2C1=O,-3.3%,18.2,-2.1%,-2.9%,3.9,7.3,0.0%,0.0%,?
Cc1cc(C)c(C)c(S(=O)(=O)N2CCN(C)CC2)c1C,0.1%,4.4,6.2%,1.4%,-11.5,-6.2,-2.2%,1.2%,-10.5%
CCCc1ccc(-c2ccc(F)c(N)c2)nc1,-11.0%,?,-6.3%,-5.0%,-2.9,6.5,-13.4%,-5.1%,-8.7%
CCCCOC(=O)NC1(C)CCS(=O)(=O)C1 (configuration not stated),-8.9%,113.8,-0.1%,3.4%,-2.9,0.0,16.3%,0.3%,-7.2%
O=C(c1cccc(Cl)c1)N1CCCC(C(=O)N2CCN(c3ccccc3)CC2)C1 (configuration not stated),8.7%,-12.5,-7.4%,2.1%,0.5,-0.3,-11.5%,7.3%,?
CCc1ccccc1NC(=O)CSc1nnc([C@H](CCSC)NC(=O)OC(C)(C)C)o1,3.4%,2.4,0.1%,4.6%,-3.5,-1.9,3.3%,10.8%,1.3%
CCC1=C(OC(=O)N(CC)CC)N2C(=O)OC(=NCCc3c[nH]c4ccccc34)[C@]2(C)[C@H]2C1=CC[C@H]1C(=O)N(CC(=O)OC)C(=O)[C@H]12,2.4%,-8.2,4.8%,0.8%,-13.9,-23.1,-1.9%,3.9%,7.1%
CCCCNC(=S)NC(C)(C)CO,0.9%,21.1,4.6%,3.5%,-3.3,2.2,6.3%,-3.1%,20.8%
O=C(COc1ccccc1Cl)NCCc1ccc2c(c1)OCCO2,22.1%,-7.4,?,2.6%,3.6,-1.7,22.1%,21.1%,10.3%
Cc1cccc(N2CCN(C(=O)CC(NC(=O)c3ccccc3)c3ccccc3)CC2C)c1 (configuration not stated),-0.4%,-11.1,-19.3%,-30.0%,5.2,-16.5,?,8.8%,3.66µM*
Cc1ccc(C(=O)NCCN2CCOCC2)cc1Cl,0.0%,-10.5,1.8%,-1.6%,-38.4,?,0.3%,1.0%,12.5%
CC(=O)c1ccc(N2C(=O)N(Cc3cccc(C(F)(F)F)c3)c3ccccc3S2(=O)=O)cc1,nt,nt,-10.8%,nt,-1.0,nt,?,nt,-26.4%
CCCCn1nnnc1SCC(=O)Nc1ccc(N(C)C)cc1,-12.6%,-3.0,0.2%,4.7%,-1.6,2.2,-2.8%,-0.2%,-22.5%
CC1(C(=O)O)CCC(C(=O)Nc2ccc(S(N)(=O)=O)cc2)C1(C)C (configuration not stated),5.3%,15.9,-6.7%,-6.8%[9.22 µM],5.2,17.1,2.1%,3.4%,-1.2%
O=C(CCCSc1ccccc1)Nc1nc(-c2ccco2)c(-c2ccco2)s1,1.5%,?,8.0%,0.5%,-1.6,-12.2,0.0%,-11.6%,?
CCOc1cccc2cc(C(=O)Nc3ccccc3-c3ccccc3)c(=O)oc12,10.8%,12.4,-2.8%,-1.5%,2.9,5.2,5.5%,16.4%,-4.3%
Cc1c(NC(=O)CN2C(=O)NC(C)(c3ccc(Cl)cc3)C2=O)c(=O)n(-c2ccccc2)n1C (configuration not stated),3.6%,9.3,-4.1%,1.0%,2.3,13.6,3.0%,-7.3%,?
CCOc1ccc(OCCOCCOc2ccccc2Cl)cc1,12.2%,-2.1,2.2%,-1.8%,1.2,4.5,1.0%,18.9%,10.1%
CC(C)(C)OC(=O)N1CSC[C@H]1C(=O)NC[C@H](CC(=O)O)c1ccc(Cl)cc1,1.1%,7.6,-1.0%,-6.0%,6.2,4.6,-3.2%,15.3%,1.9%
CCN(CC)S(=O)(=O)c1ccc(-c2nnc(SCC(=O)N3CCOCC3)o2)cc1,0.9%,0.0,1.4%,?,-7.1,-63.5*,6.2%,1.2%,-1.2%
SMILES,HT1080-NT tox,IL1B secr inh,GLP1R ag,SW480 rereplic,D3 ag,DRD3 antagonist,KB-3-1 tox,HT1080 IDH1KD tx,KB-V1 cytotox
COc1ccc2c(c1)c(CCN1C(=O)c3ccccc3C1=O)cn2C(=O)c1ccco1,0.3%,0.5,17.2%,-1.2%,4.8,19.5,8.7%,4.2%,-26.9%
CCCC[C@@H]1CNC(=O)C(=O)N1CCCC,17.8%,19.4,-3.2%,nt,-5.5,-12.5,10.7%,8.7%,-4.2%
Cc1ccccc1NC(=O)c1ccc(F)c(S(=O)(=O)N2CCN(c3ccccn3)CC2)c1,?,-23.3,-3.8%,7.0%,1.7,-21.4,?,-29.4%,-15.8%
COc1ccc(-c2cn3cc(C)ccc3n2)cc1Br,-0.4%,-2.3,6.1%,-3.7%,6.3,-0.7,-10.2%,-20.1%,-0.5%
COc1cccc(NC(=O)CCN2C(=O)c3ccccc3S2(=O)=O)c1,3.7%,-10.4,-9.7%,-3.0%,-19.4,-27.8,-0.1%,2.2%,25.5%
COc1ccc(C(=S)N2CCOCC2)cc1OS(=O)(=O)c1ccc(Br)cc1,-4.6%,-7.3,-5.6%,12.8%,1.3,6.3,-3.4%,-18.6%,?
N#Cc1ccccc1Sc1ccccc1C(=O)OCC(=O)NC1CCCCC1,-9.2%,0.0,4.2%,-6.3%,-4.0,-27.8,0.0%,-12.1%,-21.0%
COc1ccc2cc(C#N)c(SCC(=O)Nc3nonc3C)nc2c1,?,-13.4,12.0%,?,7.0,8.2,-4.7%,?,-10.4%
Cc1cc(NS(=O)(=O)c2ccc(NC(=O)C(C)Oc3ccc(C(C)C)cc3)cc2)no1 (configuration not stated),-6.1%,37.9,5.7%,4.6%,0.1,7.1,9.9%,-3.5%,16.3%
COc1ccc(C(=O)Nc2ccccc2C(=O)Nc2ccc(C(=O)O)cc2)cc1,-13.9%,2.2,-3.9%,-3.1%[9.22 µM],-6.6,-0.8,-2.9%,-11.0%,-0.2%
CC1(C(=O)NCCc2ccccc2)Cc2c(-c3cccc(C(N)=O)c3)ccnc2O1 (configuration not stated),-29.6%,29.1,-5.6%,nt,-4.2,5.2,?,?,22.1%
Cc1ccc(C)c(Nc2nc3ccccc3n3cnnc23)c1,0.5%,28.1,24.6%,-17.5%,3.6,2.3,0.9%,6.8%,6.8%
O=C(OCC#CCSc1nnc(-c2cccc3ccccc23)o1)c1cccs1,2.1%&-13.4%,-11.3,3.7%,?,6.3,24.5,20.3%,5.3%&-13.7%,-2.2%
O=C(NCCc1ccccc1)c1ccccc1Cl,7.1%,-1.1,-27.3%,-4.0%,-5.4,4.5,-10.9%,8.7%,0.0%
CC(=O)C1=C(O)C(=O)OC1c1ccc(Cl)cc1 (configuration not stated),0.0%,21.3,5.8%,1.3%,-3.7,-13.7,-3.8%,0.1%,6.4%
COc1ccc2[nH]cc(C=O)c2c1,8.6%,-7.5,-7.0%,1.9%,1.9,1.6,-1.8%,9.9%,7.5%
COc1cc2ccc(C=O)cc2cc1OC,-0.4%,-26.4,7.3%,nt,-4.1,-20.9,-3.8%,-4.1%,-2.2%
O=C(CSc1nc2cc(Cl)ccc2s1)c1ccco1,2.2%,27.7,0.3%,6.9%,-0.4,7.3,6.2%,2.3%,-1.1%
O=C(Nc1cccc(Cl)c1)OCCN1CCN(Cc2ccccc2)CCC1=O,2.8%,-2.1,-6.3%,1.6%,33.6*,-16.8,-28.2%,1.2%,?
CCN(CC)c1ccc(/C=N/n2nnnc2N)c(O)c1,-0.6%,11.7,0.1%,?,-3.2,-5.2,16.4µM*,-22.8%,?
CNc1nc(N)c(C(=O)Nc2cc(C)on2)s1,?,-0.6,-0.4%,4.4%,2.7,6.4,0.0%,8.4%,4.3%
CC(=O)c1cccc(NC(=O)Cn2cnc(S(=O)(=O)N3CCC(C)CC3)c2)c1,0.2%,1.3,4.2%,-0.2%,0.6,2.4,7.2%,3.9%,?
COC(=O)c1ccc(CNC(=O)C2CCC(=O)N(CCCc3ccccc3)C2)cc1 (configuration not stated),-4.1%,0.0,2.8%,15.1%,4.0,-2.8,24.4%,-4.1%,-18.0%

# Looked up by compound from the entries so far:
SMILES,HT1080-NT tox,IL1B secr inh,GLP1R ag,SW480 rereplic,D3 ag,DRD3 antagonist,KB-3-1 tox,HT1080 IDH1KD tx,KB-V1 cytotox
COC(=O)c1ccc(CNC(=O)C2CCC(=O)N(CCCc3ccccc3)C2)cc1 (configuration not stated),-4.1%,0.0,2.8%,15.1%,4.0,-2.8,24.4%,-4.1%,-18.0%
Cc1cc(NS(=O)(=O)c2ccc(NC(=O)C(C)Oc3ccc(C(C)C)cc3)cc2)no1 (configuration not stated),-6.1%,37.9,5.7%,4.6%,0.1,7.1,9.9%,-3.5%,16.3%
